Screening results: PubChem BioAssay, several laboratories
hgDAF12 agonist = agonists of H. glycines DAF-12 nuclear receptor | HEK293 GAL4-hgDAF12 UAS-luciferase reporter, agonist luminescence; normalized to butyrate control | activation, % at 6.8 µM | 370,000 compounds, 1.8% hits | AID 687014;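 active = activation above a cutoff set at the mean of all screened compounds plus 3 SD, cut at about 10% in these data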;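 note: 0% = DMSO wells and 100% = sodium butyrate wells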
DAX1 inh-1 = blocks DAX1 repression of SF-1 activated StAR promoter. AID 652010. HEK293T StAR-luciferase reporter, SF-1/DAX-1 repression relief. 370,000 compounds, 1.1% hits. inhibition, % at 6.8 µM;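 active = inhibition above the mean over all tested compounds plus 3 SD, cut at about 3.6% in these data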;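 note: 0% = DAX-1 cells with DMSO and 100% = cells lacking DAX-1 with DMSO; higher inhibition means more luminescence from relief of DAX-1 repression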
SMARCA2 act = activators of SMARCA2 function. MG213 cells, MMTV-luciferase reporter, dexamethasone, overnight. activation, % at 9.1 µM. 370,000 compounds, 1% hits. AID 652017; in the data active = activation above about 7.8%;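 note: 0% = vehicle wells and 100% = reference activator wells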
hcDAF-12 act = H. contortus DAF-12 activation, primary screen. HEK293 hcDAF-12 lit1-tk-luc reporter, luminescence; 0% DMSO, 100% Δ7-dafachronic acid. activation, % at 6.8 µM. 370,000 compounds, 1.4% hits. AID 652067;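 active = activation above the mean of all tested compounds plus 3 SD, cut at about 5.5% in these data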;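 note: 100% = response to 3 µM Δ7-dafachronic acid high control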
ssDAF-12 act = activates DAF-12 receptor from parasite S. stercoralis. HEK293 ssDAF-12/GRIP1 lit1-tk-luc reporter, luminescence; % of 3 µM dafachronic acid response. activation, % at 6.8 µM. 370,000 compounds, 1% hits. AID 652126;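 active = activation above the mean over all tested compounds plus 3 SD, cut at about 0.9% in these data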;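 note: 0% = DMSO-only wells and 100% = 3 µM delta7-dafachronic acid wells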
Rev-erbA mod = modulates human Rev-erb alpha binding to DNA | 370,000 compounds, 0.79% hits | Rev-erbα–FITC-DNA binding, fluorescence polarization, 90 min | activity, % at 10 µM | P20393;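 active = activity above about 14%, limit read from the data; passing the limit was not always enough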;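 note: 0% = DMSO wells with 35 nM protein and 100% = DMSO wells with 750 nM protein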
FXN GAA850 act = frataxin GAA850 promoter activation; activation, % at 6 µM; HEK293 lucGAA850 FXN promoter luciferase reporter, 24 h; percent of 10 µM SAHA response; 360,000 compounds, 0.56% hits; AID 540364;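 active = activation above the average of all compounds screened plus 3 SD, cutoff fixed separately per campaign, cut at about 7.5% in these data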;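 note: 0% = DMSO wells and 100% = 10 µM SAHA wells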
PG9 binder = binds the HIV-1 gp120 antibody PG9; inhibition, % at 6.7 µM; TR-FRET gp120-PG9 antibody binding; 360,000 compounds, 0.43% hits; in the data active = inhibition above about 8.5%
DAX1 inh-2 = NR0B1 (DAX1) inhibition; P51843; HEK293 Gal4-DAX1 luciferase reporter, luminescence; inhibition, % at 6.75 µM; 340,000 compounds, 0.99% hits; AID 504766;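 active = inhibition above the mean over all tested compounds plus 3 SD, cut at about 4.2% in these data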;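 note: 0% = DAX1-transfected cells with DMSO and 100% = empty-vector control cells with DMSO; inhibition shows as a rise in luminescence from relieved DAX1 repression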
Target sequence (P51843 207-470 limits assumed): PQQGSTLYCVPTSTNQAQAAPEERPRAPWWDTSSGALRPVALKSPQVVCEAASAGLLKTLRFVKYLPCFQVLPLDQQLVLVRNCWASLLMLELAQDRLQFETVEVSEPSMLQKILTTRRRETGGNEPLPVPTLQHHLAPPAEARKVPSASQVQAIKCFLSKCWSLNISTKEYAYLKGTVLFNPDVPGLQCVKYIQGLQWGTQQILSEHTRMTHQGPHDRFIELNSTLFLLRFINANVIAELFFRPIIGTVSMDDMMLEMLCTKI
PLC-beta3 inh = blocks human PLC-beta3 enzyme activity; Q01970; Purified PLC-beta3, fluorogenic substrate, fluorescence; inhibition, % at 12.2 µM; 370,000 compounds, 0.18% hits; AID 720704; in the data active = inhibition above about 11%;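 note: 0% = median of compound wells on plate and 100% = full blocker control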
sPLA2-III inh = Inhibits HGIII-sPLA2 liposome hydrolysis, primary screen. QFRET BODIPY PC-A2 liposome hydrolysis, fluorescence. inhibition, % at 12.2 µM. 370,000 compounds, 0.56% hits. AID 743126;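 active = inhibition above mean plus 3 SD of compounds lying within the high and low control bounds, cut at about 19% in these data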;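 note: 0% = median of test compound wells and 100% = no enzyme DMSO wells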
Target sequence (Q9NZ20 whole entry, looked up): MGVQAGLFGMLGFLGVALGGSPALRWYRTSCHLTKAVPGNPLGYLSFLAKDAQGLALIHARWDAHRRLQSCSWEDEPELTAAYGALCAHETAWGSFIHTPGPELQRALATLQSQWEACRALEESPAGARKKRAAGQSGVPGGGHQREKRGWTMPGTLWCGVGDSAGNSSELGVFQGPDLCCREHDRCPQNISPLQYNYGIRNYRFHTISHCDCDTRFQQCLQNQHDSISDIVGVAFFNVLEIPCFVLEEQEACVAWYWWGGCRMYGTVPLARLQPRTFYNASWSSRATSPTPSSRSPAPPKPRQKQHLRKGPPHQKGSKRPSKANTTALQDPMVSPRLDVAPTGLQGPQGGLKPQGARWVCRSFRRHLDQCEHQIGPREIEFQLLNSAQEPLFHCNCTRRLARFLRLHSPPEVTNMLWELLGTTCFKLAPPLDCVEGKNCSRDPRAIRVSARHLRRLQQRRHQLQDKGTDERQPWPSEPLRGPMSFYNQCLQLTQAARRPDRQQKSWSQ
* = called active by the depositor; i = inactive; · = not tested or not shown. Compounds as they come. About 7% of those tested had a hit in this group.

SMILES	hgDAF12 agonist	DAX1 inh-1	SMARCA2 act	hcDAF-12 act	ssDAF-12 act	Rev-erbA mod	FXN GAA850 act	PG9 binder	DAX1 inh-2	PLC-beta3 inh	sPLA2-III inh
Cc1nc2cc(-c3ccccc3)nn2c(C)c1CCC(=O)N1CCN(c2ccccc2)CC1	-7.7	-1.7	-1.7	-4.1	-2.1	-6.4	-4.5	1.2	-0.6	-9.1	0.8
Cn1cc(/C=C/C(=O)c2ccccc2)c2ccccc21	14.0*	1.6	-1.2	11.7*	1.4*	8.2	-0.3	-1.7	-0.7	-216.8	4.9
CN1CCN(CC(=O)NN(Cc2ccccc2)c2ccccc2)CC1	-3.0	0.5	-1.9	-0.5	-1.3	-2.5	-1.0	-2.0	4.5*	-3.5	-4.3
OC(CNCc1ccccn1)c1ccccc1 (configuration not stated)	-1.8	0.0	-1.2	-1.1	-1.1	-3.5	0.7	-2.0	0.3	-0.8	0.9
O=C(c1ccco1)N1CCN(c2c([N+](=O)[O-])nn(-c3cccc(Cl)c3)[n+]2[O-])CC1	-0.8	0.0	-0.4	-1.3	-0.7	-4.6	3.1	-2.3	1.1	-6.2	-2.8
CC(=O)Nc1ccc(S(=O)(=O)Nc2cccc(-c3ccc4nncn4n3)c2)cc1	-0.3	0.5	-0.2	0.5	-1.2	-2.6	1.0	-2.1	0.7	0.1	3.8
COc1ccccc1C(=O)NC(=O)COC(=O)Cc1n[nH]c(=O)c2ccccc12	1.3	0.2	0.8	0.8	-0.6	-0.9	2.0	-2.7	-1.0	-3.4	9.8
COc1ccccc1C1CC(=O)Nc2cc(C)c(C)cc21 (configuration not stated)	0.8	-1.5	-2.2	-3.6	-0.9	3.0	-5.0	0.6	-0.2	-2.4	-5.8
CN(C)CCSc1nc(-c2ccccc2)nc2c1CCCC2	0.1	-0.3	-1.3	-1.4	-1.4	0.4	1.9	-0.4	·	-2.8	-6.4
COc1ccc(OCc2cc(C(=O)N(C)C3CCOCC3)no2)c2ccccc12	4.2	0.0	0.0	4.5	1.0*	-2.5	6.0	1.1	1.9	-16.1	-11.0
O=C(CNCc1ccco1)Nc1cc(S(=O)(=O)N2CCOCC2)ccc1N1CCOCC1	3.5	0.2	-3.6	0.7	-0.4	3.2	1.4	1.7	-0.1	6.2	0.7
COc1ccc(-c2cc(C(F)(F)F)nc(S(=O)(=O)CCCC(=O)Nc3cccc(O)c3)n2)cc1OC	-3.2	-0.1	-8.3	-1.3	-1.2	1.7	9.3*	-1.7	·	i	-21.4
Cc1cccc(N2CCN(C(=O)c3csc4ccccc34)CC2C)c1 (configuration not stated)	-3.2	-0.6	-2.4	-1.1	-0.7	-4.8	-0.5	-1.6	-1.6	2.7	-1.4
COc1ccc(C(=O)Nc2nc3ccccc3s2)cc1OC	19.4*	2.6	-0.6	2.9	-0.5	-2.9	11.2*	-0.5	2.4	-10.8	0.2
COc1cc(C(=O)N2CCCC(c3cc(C(=O)NCc4ccc(F)cc4)no3)C2)cc(OC)c1C (configuration not stated)	-0.4	-0.7	-1.6	-1.9	-1.9	-1.4	-1.1	-1.1	·	2.0	-13.9
Cc1ccc(S(=O)(=O)NCc2cccc([N+](=O)[O-])c2)cc1	-1.2	0.0	-4.5	-0.6	0.1	7.5	-0.5	-0.8	-0.2	2.3	-4.1
NS(=O)(=O)c1ccc(NC(=O)c2cc(=O)c3ccccc3o2)cc1	1.9	0.0	-2.9	0.4	-0.8	-2.3	1.2	0.4	1.3	-7.0	6.6
CC(C)C1C(=O)NC(=S)N1S(=O)(=O)c1ccc(C(C)(C)C)cc1 (configuration not stated)	-2.1	-0.3	-1.0	-2.2	-1.2	-0.5	0.1	-0.1	0.7	3.0	-5.2
COc1ccccc1-c1cccc(-c2nc(C(=O)Nc3nccs3)cc3c2[C@@H](CCO)N(C(=O)CC2CC2)C3)c1	-7.2	-2.2	1.3	-1.2	-1.2	3.0	·	2.3	·	-2.9	-8.6
CCOC(=O)C1=NNC2(c3ccccc3)C(=O)N(c3cccc(Br)c3)C(=O)C12 (configuration not stated)	-1.2	-0.6	1.0	-1.1	-1.0	-5.5	0.0	-0.1	0.1	-3.1	-7.2
CC(C)(C)NC(=O)CCN(/N=C/c1ccccc1O)C1=NS(=O)(=O)c2ccccc21	1.4	-0.7	2.8	-1.6	-1.5	-1.4	1.7	0.7	-0.8	-0.1	-15.0
COc1ccc(-c2coc3c(C(=O)NCC(C)C)cccc23)c(C)c1	-3.7	-1.2	-2.9	-4.0	-1.9	5.1	-0.1	-0.1	·	-2.6	-0.7
COc1ccc2[nH]c(C(=O)N/N=C/c3ccc(OC)c(O)c3)cc2c1	6.0	-1.2	1.0	1.6	-1.0	-1.1	-2.3	-1.4	-1.1	-109.6	-35.3
Cc1ccc(OCCC(=O)Nc2ccc3c(c2)OCCCO3)cc1	2.0	0.4	0.1	-1.3	-0.7	2.4	0.7	0.0	1.3	-7.6	-1.1
O=C(OCc1ccccc1)N1CCC2CC1c1cc(-c3ccc(F)cc3)ccc12 (configuration not stated)	0.0	-0.6	-0.6	2.2	-1.0	-0.6	-1.1	-1.8	2.2	1.0	6.7
CC/C(O)=C(/C#N)c1nnc2n1CCCCC2	0.3	-0.5	0.5	-0.4	-2.0	-2.8	-1.4	-2.8	-0.6	4.0	-2.1
COc1ccc2cc(C)c3nnc(SCc4cccnc4)n3c2c1	2.8	-0.7	-6.5	-0.9	-1.0	-1.3	-0.5	-5.8	3.1	6.2	-3.1
CCC(O)c1cc2c(cc1NC(=O)c1cccs1)OCCO2 (configuration not stated)	2.5	-1.4	-0.1	0.6	-0.4	-1.8	2.3	0.1	-0.2	0.2	-4.4
CC(C)(C)NS(=O)(=O)c1ccc(NC(=S)NC(=O)C2CCC2)cc1	-0.3	-2.5	-0.6	-1.6	-0.5	2.8	-0.9	-1.6	0.0	-5.4	0.5
COC(=O)C1=C(C)N(Cc2ccccc2C(F)(F)F)C(=NCc2ccccc2C(F)(F)F)NC1c1ccc(C(F)(F)F)cc1 (configuration not stated)	3.8	0.2	-2.6	-0.3	-0.2	1.2	·	-1.1	·	2.8	-7.0

Three structures already listed, arranged by length of the SMILES, lowest first.
SMILES	hgDAF12 agonist	DAX1 inh-1	SMARCA2 act	hcDAF-12 act	ssDAF-12 act	Rev-erbA mod	FXN GAA850 act	PG9 binder	DAX1 inh-2	PLC-beta3 inh	sPLA2-III inh
NS(=O)(=O)c1ccc(NC(=O)c2cc(=O)c3ccccc3o2)cc1	1.9	0.0	-2.9	0.4	-0.8	-2.3	1.2	0.4	1.3	-7.0	6.6
CC(C)(C)NS(=O)(=O)c1ccc(NC(=S)NC(=O)C2CCC2)cc1	-0.3	-2.5	-0.6	-1.6	-0.5	2.8	-0.9	-1.6	0.0	-5.4	0.5
Cc1nc2cc(-c3ccccc3)nn2c(C)c1CCC(=O)N1CCN(c2ccccc2)CC1	-7.7	-1.7	-1.7	-4.1	-2.1	-6.4	-4.5	1.2	-0.6	-9.1	0.8

Next part
SMILES	hgDAF12 agonist	DAX1 inh-1	SMARCA2 act	hcDAF-12 act	ssDAF-12 act	Rev-erbA mod	FXN GAA850 act	PG9 binder	DAX1 inh-2	PLC-beta3 inh	sPLA2-III inh
COc1ccc(NC(=O)c2cc3c(=O)n(C)c4ccccc4c3n2C)cc1OC	-1.1	0.2	-0.3	-1.1	-1.2	3.4	-3.0	-2.8	1.3	-0.5	-2.8
N#C/C(=C\c1cccc([N+](=O)[O-])c1)C(=O)NCc1ccc(Cl)cc1	-0.8	-0.2	-1.6	-0.4	-1.5	-1.4	-3.3	0.8	0.7	-7.2	-16.6
COCCCNC(=S)Nc1cccc(S(=O)(=O)NC2=NCCC2)c1	-1.6	0.2	-3.6	-0.6	-0.7	-2.6	2.1	-1.7	1.4	1.3	-0.2
CCCC1=Nc2cc(C(=O)NCc3ccco3)ccc2Sc2ccccc21	-2.5	-1.6	-1.7	-2.8	-1.2	6.3	1.3	-1.9	-2.5	3.5	-20.8
COc1ccccc1N1CCN(C(=O)c2cc(-c3ccc(Cl)cc3)on2)CC1	0.4	0.4	-3.9	2.8	-1.8	-2.1	-0.5	-1.2	1.3	5.7	-1.7
O=C(/C=C/c1ccc(Cl)cc1Cl)NCCSc1ccccc1	0.3	0.7	-5.4	2.8	-1.5	1.8	-0.4	-2.9	0.4	2.8	-25.1
COc1ccc(NS(=O)(=O)c2cn(C)nc2C)cc1	0.7	0.9	-2.8	0.3	-0.2	2.9	1.4	-1.9	0.0	1.7	-0.3
CCOC(=O)C1(Cc2ccccc2C)CCCN(C(=O)CCC(=O)OC)C1 (configuration not stated)	0.1	-0.6	-0.7	-0.6	-1.2	-10.8	2.5	0.5	-0.8	-1.8	5.8
COc1ccc(OC)c(NC=C2C(=O)OC3(CCCCC3)OC2=O)c1	0.1	-0.2	-2.3	-1.6	-1.1	-3.7	0.1	-0.3	0.2	-108.9	1.2
O=C(Nc1ccc(Br)cc1Cl)c1cnccn1	2.5	0.3	9.4*	-0.9	-1.4	-2.9	4.6	-1.8	1.5	-13.6	7.6
COc1cc(C2C3=C(CC(C)(C)CC3=O)N(C)C(=O)N2C)cc(OC)c1OC (configuration not stated)	0.4	-0.1	-2.9	0.6	-1.5	0.6	-1.6	-3.1	-0.6	1.7	6.0
COc1ccccc1C1/C(=C(/O)c2ccccc2)C(=O)C(=O)N1CCO (configuration not stated)	1.5	0.5	1.0	-0.6	-0.8	-3.8	1.1	1.1	-0.7	3.2	0.4
Clc1ccc2nc(N3CCN(c4ccccc4)CC3)sc2c1	8.0	1.6	2.3	1.7	-1.3	-0.1	4.8	2.9	0.9	1.5	-0.1
CC(C)OC(=O)CSc1nc(-c2ccc(F)cc2)nc2ccc(F)cc12	1.6	-0.4	-1.2	2.1	-0.9	2.4	0.9	-2.4	1.4	6.8	10.6
OCC1(CCOc2ccccc2)CCN(Cc2nc3ccc(F)cc3[nH]2)CC1	-6.0	0.5	1.6	1.3	-0.8	-0.8	1.8	-1.0	-3.1	-7.2	-6.5
CC(NC(=O)c1ccccc1NC(=O)c1ccccc1)C(=O)N1CCOCC1 (configuration not stated)	-1.9	0.4	-2.9	0.1	-1.5	0.0	-1.3	-0.9	2.7	0.2	9.6
Fc1ccc(N2CCN(c3ccc4c(C(F)(F)F)cc(C(F)(F)F)nc4n3)CC2)cc1	0.3	0.0	-3.0	-0.4	-0.3	-3.5	-1.2	-0.7	-0.3	3.6	0.9
Cc1cc(C)c(S(=O)(=O)N2CCN=C2c2ccccc2)c(C)c1	-0.1	0.1	-1.9	-1.8	-1.3	4.6	1.4	-1.4	0.5	-0.3	-6.8
Cc1cc2ncc(S(C)(=O)=O)c(N)n2n1	2.4	-0.2	-2.5	-0.3	-0.7	-1.3	1.5	2.0	-0.8	-8.2	7.7
CN1CCN(C(=O)c2ccccc2N(Cc2ccccc2)S(C)(=O)=O)CC1	-1.1	0.1	0.7	2.4	-0.9	5.2	0.7	2.9	0.3	-3.7	1.2
C=CCOc1c(Br)cc(CNn2nnnc2N)cc1OCC	-1.3	-0.5	0.6	-1.2	-1.4	0.8	-0.5	-1.6	0.2	3.3	-1.5
CSc1ccccc1NC(=O)CN(C)CC(=O)Nc1ccc(N2CCOCC2)cc1	0.9	0.1	-0.5	-1.4	-1.4	-4.4	-0.2	-0.3	-0.2	3.3	-1.4
